CFTR F508del cor: CFTR F508del correction in bronchial cells. CFBE cells, YFP halide quenching; stimulated with forskolin plus potentiator P3; % fluorescence drop versus neutral controls. activity (quench increase), % at 7.58 µM. 350,000 compounds, 0.36% hits. AID 720511;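 active = mean added fluorescence quench of at least 8% versus neutral control, with both replicates also reaching 8%; inconclusive = only one of the mean or replicate conditions met; inactive = mean below 8% and not both replicates reaching 8%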;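 note: cells transiently co-express mutant CFTR-F508del with the halide-sensitive YFP; corrector assay measuring rescue of mutant channel to the surface after 24 h compound exposure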
DENV2 CPE: inhibitors of DENV2 cytopathic effect | AID 651640 | 350,000 compounds, 1.7% hits | CPE inhibition, % at 9.99 µM | DENV2-infected cells, cytopathic effect rescue, plate reader; in the data active = CPE inhibition above about 20%, passing the limit was not always enough; inconclusive = no clear call, values can overlap the other calls; tested in BHK-21 cells;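 note: 0% = median of neutral control wells and 100% = median of positive control wells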
miR122 inh: miR-122 inhibition in Huh7 cells; activation (reporter increase), % at 12.5 µM; 340,000 compounds, 0.3% hits; Huh7 miR-122 Renilla luciferase sensor, 48 h; neutral wells = 0, positive control = 100;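 active = mean replicate activation score at least 90 and every replicate individually at or above 90; inconclusive = only one of the two criteria met; inactive = neither criterion met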;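 note: higher luciferase means less miR-122 activity so hits act as miR-122 inhibitors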
ERAP1 HTS inh: blocks human ERAP1 aminopeptidase activity; 340,000 compounds, 0.15% hits; AID 652197; inhibition, % at 10.7 µM; recombinant ERAP1, Leu-AMC fluorescence, 60 min; Q9NZ08;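 active = mean replicate inhibition of at least 30%, or all replicates individually reaching that 30% level; inactive = mean below 30% and not every replicate reaching it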;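 note: 0% = neutral control wells and 100% = L-leucinethiol positive control wells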
Target sequence (Q9NZ08 whole entry, looked up): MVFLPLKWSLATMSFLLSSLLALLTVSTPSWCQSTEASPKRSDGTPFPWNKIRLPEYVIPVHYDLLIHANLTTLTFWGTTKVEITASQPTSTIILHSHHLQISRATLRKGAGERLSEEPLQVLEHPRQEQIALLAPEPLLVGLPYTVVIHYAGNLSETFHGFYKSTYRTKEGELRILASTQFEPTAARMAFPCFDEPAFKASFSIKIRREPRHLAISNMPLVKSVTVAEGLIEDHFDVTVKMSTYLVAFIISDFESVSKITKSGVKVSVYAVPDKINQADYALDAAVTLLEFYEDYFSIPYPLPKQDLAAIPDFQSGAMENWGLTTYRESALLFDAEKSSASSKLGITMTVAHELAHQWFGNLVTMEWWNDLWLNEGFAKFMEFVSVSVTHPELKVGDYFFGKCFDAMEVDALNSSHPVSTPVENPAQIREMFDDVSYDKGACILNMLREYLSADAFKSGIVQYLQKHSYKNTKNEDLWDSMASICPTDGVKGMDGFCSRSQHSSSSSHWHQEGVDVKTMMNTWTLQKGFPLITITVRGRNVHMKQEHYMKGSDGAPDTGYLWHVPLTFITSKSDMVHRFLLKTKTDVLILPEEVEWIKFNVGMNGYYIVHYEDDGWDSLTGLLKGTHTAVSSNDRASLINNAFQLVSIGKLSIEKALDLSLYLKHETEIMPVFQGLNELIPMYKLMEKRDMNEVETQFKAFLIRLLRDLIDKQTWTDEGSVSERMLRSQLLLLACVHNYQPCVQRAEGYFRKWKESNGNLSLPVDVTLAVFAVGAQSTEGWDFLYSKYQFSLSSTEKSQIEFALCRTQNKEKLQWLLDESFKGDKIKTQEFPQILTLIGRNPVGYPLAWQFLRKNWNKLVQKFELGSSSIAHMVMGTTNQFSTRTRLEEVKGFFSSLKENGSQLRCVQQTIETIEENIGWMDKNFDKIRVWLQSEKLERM
ERp5 block: blocks human ERp5 reductase activity on insulin | inhibition, % at 9.99 µM | AID 651711 | 350,000 compounds, 0.05% hits | ERp5 insulin aggregation, absorbance 650 nm, 90 min | Q15084;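 active = mean replicate inhibition above about 25%, with every replicate also reaching it, limit read from the data, passing the limit was not always enough; inconclusive = only one of those two criteria met; inactive = neither criterion met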
SIRT5 inh: blocks human SIRT5 desuccinylation of peptide | Q9NXA8 | AID 652115 | inhibition, % at 15 µM | Purified SirT5, succinyl-peptide AMC, trypsin-coupled fluorescence | 330,000 compounds, 1.1% hits; in the data active = inhibition above about 15%; inconclusive = no clear call, values can overlap the other calls
CASP6 VEID inh: inhibitors of human caspase-6; P55212; purified caspase-6, Z-VEID-R110 cleavage fluorescence; inhibition, % at 12.5 µM; 350,000 compounds, 0.53% hits; AID 686996;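 active = mean inhibition across replicates at least about 35%, with every replicate also reaching that limit, limit read from the data; inconclusive = only one of the two criteria met; inactive = neither criterion met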;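 note: 0% = median of neutral control wells and 100% = no fluorescence left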
* = called active by the depositor; ? = inconclusive; . = not tested or not shown; & = joins results of further samples; [ ] = dose if it differs, or a comment.

SMILES	CFTR F508del cor	DENV2 CPE	miR122 inh	ERAP1 HTS inh	ERp5 block	SIRT5 inh	CASP6 VEID inh
C#CC(CC)(CC)NC(=O)c1cc(S(=O)(=O)N2CCCCC2)ccc1N1CCOCC1	-1.9	2	.	-4	-2	-3	-1
CCOC(=O)C1(Cc2ccc(Cl)cc2)CCN(C(=O)c2ccoc2)CC1	-3.9	3	.	1	-2	6	13
COCCNC(=O)C[C@H]1C[C@@H]2c3cc(NC(=O)Nc4ccccc4)ccc3O[C@@H]2[C@@H](CO)O1	-1.7	7	10[16.7 µM]	-1	0	5	1
O=C(O)CC(NC(=O)C12CC3CC(CC(C3)C1)C2)c1cc([N+](=O)[O-])ccc1Cl (stereo not given)	-1.0	-1	.	-2	-1	2	-1
CC(C)C[C@@H](CN1CCC[C@H]1CN1C(=O)C(=O)NC[C@@H]1Cc1ccccc1)N1C[C@H](Cc2ccccc2)N(CC2CCCCC2)C(=O)C1=O	-1.6	-4	.	-6	4	5	2
O=C(NNC(=O)C1CC=CCC1C(=O)O)c1ccc(Cl)cc1 (stereo not given)	3.1	7	-5	2	0	1	2
C=C(C)C1CC=C(C)/C(=N\NC(=O)CCc2ccccc2)C1 (stereo not given)	.	10	.	-1	-8	1	2
Cc1c(S(=O)(=O)N2CCCC(C)C2)c(=O)n(C)c(=O)n1C (stereo not given)	0.5	-5	.	-1	0	-3	12
CCOc1ccccc1OCCCC(=O)N1CCN(S(=O)(=O)c2cc(F)ccc2F)CC1	2.9	?	4	-1	13	-8	2
Cc1nn(-c2ccccc2)c(C)c1/C=C1\C(=O)N(C)C(=S)N1C	0.4	-3	3	2	?	2	.
C[C@H](O)C#Cc1cnc2c(c1)C(=O)N([C@H](C)CO)C[C@H](C)[C@@H](CN(C)C(=O)Cc1ccccn1)O2	2.3	-9	2[16.7 µM]	1	-8	0	0
CCc1ccc(C(=O)OCC(=O)NCCNC(=O)COC(=O)c2ccc(CC)cc2)cc1	-0.5	.	.	-1	1	-4	-5
CC(CCN1CCN(c2ccccn2)CC1)c1ccccc1 (stereo not given)	4.4	7	.	0	6	-2	-5
C[C@H](CO)N1C[C@H](C)[C@H](CN(C)C(=O)Nc2ccc(F)cc2)OCCCC[C@H](C)Oc2ccc(NS(C)(=O)=O)cc2C1=O	0.6	6	6[16.7 µM]	-1	-3	-1	1
Cc1csc(SC(C)C(=O)NC2CCCCC2C)n1 (stereo not given)	-1.2	2	-6	-5	-2	9	-1
CNC[C@H]1OCCCC[C@@H](C)Oc2ccc(NS(=O)(=O)c3ccc(C)cc3)cc2C(=O)N([C@H](C)CO)C[C@H]1C	-0.4	.	-6[16.7 µM]	-1	-4	-7	-2
O=c1cc(-c2ccc(C3CCCCC3)cc2)[nH][nH]1	-5.9	-1	.	3	5	-2	6
COCC1CCN(Cc2cn[nH]c2-c2ccc(OC)cc2F)C1 (stereo not given)	-2.1	11	10	-3	1	0	2
COc1ccccc1/C=C/C=C(\C#N)C(=O)NC(C)c1ccccc1 (stereo not given)	-0.4	-6	.	1	-1	-3	5
COc1ccc(C(=O)NC(C)c2ccc(-n3ccnc3)cc2)cc1S(=O)(=O)N1CCOCC1 (stereo not given)	0.2	5	4	1	4	-3	-119
CCOC(=O)C1CCCN(C(=O)c2ccc(-c3ccccc3)cc2)CC1 (stereo not given)	2.2	3	-5	-1	0	.	1
Cc1ccc(Sc2c(CO)c(-c3ccccc3)nn2C)cc1	4.3	-4	.	7	8	-1	1
CCCc1cn([C@H]2C[C@@H]3O[C@@H](CO)CC[C@@H]3O[C@@H]2CCc2ccc(-c3cccc(OC)c3)cc2)nn1	-1.9	7	.	-3	-3	6	3
COc1c(C)cc(C(O)c2ncc(-c3ccccc3C(F)(F)F)[nH]2)cc1C (stereo not given)	0.3	-4	14	1	-5	7	3
COc1ccccc1-c1nnc2n1N=C(c1ccc(OC(F)F)c(OCC3CC3)c1)CS2	5.4	13	-6	.	-2	.	-1
CC(C)NC(=O)Nc1ccc2c(c1)C(=O)N([C@@H](C)CO)C[C@H](C)[C@@H](CN(C)C(=O)Nc1ccc3c(c1)OCO3)OCCCC[C@H](C)O2	-1.3	-3	8[16.7 µM]	1	10	-4	2
COc1ccc(NC(=O)c2nnn(CC(=O)Nc3ccc4c(c3)OCO4)c2N)cc1OC	5.3	?	-3	1	2	-3	4
O=C(NNc1ccccc1)C(=O)NNS(=O)(=O)c1ccc(CCCl)cc1	-1.3	12	-1	0	-9	-3	5
Cc1cc2ncn(C(=O)c3cc(-c4ccccc4)nc4ccccc34)c2cc1C	-2.3	0	.	-8	3	-3	2
CCCC#Cc1cnc2c(c1)C(=O)N([C@@H](C)CO)C[C@H](C)[C@H](CN(C)C(=O)Nc1ccccc1OC)O2	1.5	-1	13[16.7 µM]	4	5	-4	-1
C[C@@H]1CN([C@H](C)CO)C(=O)c2cc(NC(=O)Cc3ccccc3)ccc2O[C@@H]1CN(C)CC1CCCCC1	1.5	0	-1[16.7 µM]	-1	-7	3	1
COc1ccc(/C=N/n2c(=O)[nH]c3c([nH]c4ccc(F)cc43)c2=O)cc1CN1CCCCC1	0.7	1	-5	.	5	-3	-2
O=C(O)c1cccc(Nc2ccc([N+](=O)[O-])cn2)c1	-1.7	2	0	2	1	-3	1
Cc1cc2c(cc1C)-n1nnnc1C(N(C)CCc1ccccc1)C(=O)N2 (stereo not given)	1.4	9	.	.	5	1	3
CCOC(=O)C1=C(COC(=O)COc2ccc(C(=O)CC)cc2)NC(=O)NC1C (stereo not given)	-3.4	17	.	0	0	-8	0
COc1ccc(/C=C2/S/C(=N/S(=O)(=O)Cc3ccccc3)NC2=O)cc1OC	3.4	6	54	10	-1	0	8
C=CC[C@@H](CC(=O)N(CCO)Cc1ccccc1)C(=O)NCCOC(=O)[C@H](CC=C)CC(=O)OC(C)(C)C	-0.8	2	21	8	-7	-1	-1
C[C@@H]1CN([C@@H](C)CO)C(=O)c2cc(/C=C/c3ccccc3)cnc2O[C@@H]1CN(C)C(=O)c1ccncc1	1.0	5	-11[16.7 µM]	3	5	-15	-2
C[C@H](CO)N1C[C@H](C)[C@@H](CN(C)C(=O)C2CCCCC2)Oc2cc(-c3ccccc3)ccc2S1(=O)=O	0.2	4	53[16.7 µM]	1	-2	6	0
Cc1ccc(CNC(=O)c2cc(S(=O)(=O)N3CCCC3)cn2C)cc1	5.2	-1	-5	2	1	0	0

One compound at a time, from the list above. Order of screens: CFTR F508del cor, DENV2 CPE, miR122 inh, ERAP1 HTS inh, ERp5 block, SIRT5 inh, CASP6 VEID inh
`CCCc1cn([C@H]2C[C@@H]3O[C@@H](CO)CC[C@@H]3O[C@@H]2CCc2ccc(-c3cccc(OC)c3)cc2)nn1` reads -1.9, 7, ., -3, -3, 6, 3
`COCCNC(=O)C[C@H]1C[C@@H]2c3cc(NC(=O)Nc4ccccc4)ccc3O[C@@H]2[C@@H](CO)O1` reads -1.7, 7, 10[16.7 µM], -1, 0, 5, 1
`CC(CCN1CCN(c2ccccn2)CC1)c1ccccc1` (stereo not given) reads 4.4, 7, ., 0, 6, -2, -5

Given field by field: 4 of the compounds above.
Cc1cc2c(cc1C)-n1nnnc1C(N(C)CCc1ccccc1)C(=O)N2 (stereo not given)
  CFTR F508del cor: 1.4 | DENV2 CPE: 9 | miR122 inh: . | ERAP1 HTS inh: . | ERp5 block: 5 | SIRT5 inh: 1 | CASP6 VEID inh: 3

CCOC(=O)C1=C(COC(=O)COc2ccc(C(=O)CC)cc2)NC(=O)NC1C (stereo not given)
  CFTR F508del cor: -3.4 | DENV2 CPE: 17 | miR122 inh: . | ERAP1 HTS inh: 0 | ERp5 block: 0 | SIRT5 inh: -8 | CASP6 VEID inh: 0

COc1ccc(/C=C2/S/C(=N/S(=O)(=O)Cc3ccccc3)NC2=O)cc1OC
  CFTR F508del cor: 3.4 | DENV2 CPE: 6 | miR122 inh: 54 | ERAP1 HTS inh: 10 | ERp5 block: -1 | SIRT5 inh: 0 | CASP6 VEID inh: 8

C=CC[C@@H](CC(=O)N(CCO)Cc1ccccc1)C(=O)NCCOC(=O)[C@H](CC=C)CC(=O)OC(C)(C)C
  CFTR F508del cor: -0.8 | DENV2 CPE: 2 | miR122 inh: 21 | ERAP1 HTS inh: 8 | ERp5 block: -7 | SIRT5 inh: -1 | CASP6 VEID inh: -1

(further entries)
SMILES	CFTR F508del cor	DENV2 CPE	miR122 inh	ERAP1 HTS inh	ERp5 block	SIRT5 inh	CASP6 VEID inh
NCCc1ccn[nH]1	-0.7	5	7	-2	2	4	2
O=C(Nc1ccc(-c2n[nH]c(=S)o2)cc1)c1ccccc1	-2.2	-3	-4	-2	2	1	1
CCOc1ccc(CO[C@@H]2O[C@H](CO)[C@@H](O)[C@H](O)[C@H]2NC(C)=O)cc1OC	-0.8	11	.	-3	-1	-4	-1
C[C@@H]1CN([C@@H](C)CO)S(=O)(=O)c2ccc(-c3ccncc3)cc2O[C@H]1CN(C)Cc1ccccn1	-2.9	18	-2[16.7 µM]	-2	-3	1	4
CCCN1C[C@H](C)[C@H](OC)CN(C)C(=O)c2cc(NC(=O)Nc3ccccc3F)ccc2OC[C@H]1C	1.7	1	.	.	12	1	.
CC(C)CC#Cc1ccc2c(c1)O[C@@H](CN(C)C(=O)Nc1ccccc1F)[C@@H](C)CN([C@H](C)CO)S2(=O)=O	7.6	?	1[16.7 µM]	1	6	-21	3
Cc1ccc(S(=O)(=O)Nc2cccc3c2O[C@@H](CN(C)C(=O)NC2CCCCC2)[C@H](C)CN([C@H](C)CO)C3=O)cc1	3.6	18	11[16.7 µM]	1	-1	3	5
C[C@H](CO)N1C[C@H](C)[C@@H](CN(C)C(=O)Nc2cccc3ccccc23)OCCCC[C@H](C)Oc2ccc(NC(=O)NC3CCCCC3)cc2C1=O	-0.8	113*	-2[16.7 µM]	-2	4	6	3
COc1ccc(CN(C)C(=O)CCN=C2NS(=O)(=O)c3ccccc32)c(OC)c1	0.1	1	15	-9	5	-2	-2
CCS(=O)(=O)Nc1ccc2c(c1)C(=O)N(C)C[C@H](OC)[C@H](C)CN(C(C)=O)[C@@H](C)CO2	-0.5	-5	-20[16.7 µM]	5	1	-3	-7
CC1(C)OC(c2ccccc2)=C/C(=C\C=N\NC(=O)c2ccncc2)O1	.	3	-10	7	-2	4	1
COc1ccc(/C=C/C(=O)NCCCN2CCCCCC2)cc1	-2.0	-6	-3	1	3	-2	.
COc1ccc(NC(=O)Nc2cccc3c2O[C@H](CN(C)C(=O)Nc2ccc4c(c2)OCO4)[C@@H](C)CN([C@H](C)CO)C3=O)cc1	-1.0&-2.0	12&0	5[16.7 µM]	1	1&1	0	-1&4
c1ccc(-c2nnc3n2N=C(c2ccc4c(c2)OCO4)CS3)nc1	-0.9	-1	5	4	-7	9	1
Cc1ccccc1N=Nc1ccc(O)c2ncccc12	.	-1	0	9	6	-1	-2
O=C(NCc1cc(C(F)(F)F)cc(C(F)(F)F)c1)C1CC(c2cccc([N+](=O)[O-])c2)=NO1 (stereo not given)	6.2	-2	-5	1	0	-1	-3
O=C(Nc1ncn[nH]1)c1cccc(S(=O)(=O)N2CCOCC2)c1	-1.5	-2	.	3	-3	-1	-2
CCCC(=O)Nc1ccc2c(c1)C(=O)N(C)C[C@H](OC)[C@@H](C)CN(C(=O)c1ccccn1)[C@@H](C)CO2	1.7	5	.	.	-1	0	.
CO[C@@H]1CC[C@H]2CCN(C)C(=O)[C@@H](C)CN(C)C(=O)c3cc(C#N)ccc3OC[C@@H]1O2	.	0	.	-8	-4	1	-2
CCN(CC)C(=O)[C@H]1C[C@H](CC(=O)NCCc2ccccn2)C(=O)N2CCc3c([nH]c4cc(-c5ccco5)ccc34)[C@]12C	0.3	0	.	.	0	-5	-5
CCOC(=O)c1[nH]c(C)c(C(=O)N2CCOCC2)c1C	-4.4	.	-4	.	1	.	2

Source: PubChem (Broad Institute)
